Screening results as filed in PubChem.
human PMI inhibitors: human PMI inhibitors, high substrate, primary screen, biochemical, fluorescence intensity, high mannose 6-phosphate (AID 1220) | Mannose-6-phosphate isomerase (Homo sapiens) | recombinant PMI enzyme, coupled fluorescence intensity; higher % means a stronger effect | one-dose inhibition, % at 20 µM; IC50 in µM for titrated hits | hit rate 0.66% among 190,000
AID2073: inhibitors of Mint1-CaV2.2 protein interaction, biochemical, HTRF (AID 2073) | Voltage-dependent N-type calcium channel subunit alpha-1B (Homo sapiens) | HTRF protein-protein interaction, Mint1-CaV2.2; higher % means a stronger effect | inhibition, % at 20 µM; hits with a dose series show IC50 in µM | hit rate 0.19% among 290,000; in the data active = inhibition mostly above about 51%, no sharp cut-off; note: some results filed as inactive read as strong as hits
XIAP displacement: XIAP antagonists, biochemical, IAP family, fluorescence polarization (AID 1018); XIAP BIR domain, fluorescence polarization peptide displacement; higher % means a stronger effect; E3 ubiquitin-protein ligase XIAP (Homo sapiens); one-dose displacement, % at 20 µM; IC50 in µM for titrated hits; hit rate 0.007% among 200,000; in the data active = displacement above about 50%; note: a part of the inactive calls stands beside numbers as strong as those of hits
LYP inhibition: inhibitors of LYP phosphatase, biochemical, fluorescence intensity, uHTS (AID 1779); recombinant LYP phosphatase, fluorescence intensity; higher % means a stronger effect; hit rate 0.054% among 290,000; inhibition, % at 11.5 µM; hits with a dose series show IC50 in µM; Tyrosine-protein phosphatase non-receptor type 22 (Homo sapiens);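 note: plate controls were vehicle with enzyme for no effect and no enzyme for full effect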
human PMI inhibition: inhibitors of human PMI, primary screen, biochemical, fluorescence intensity, coupled assay (AID 1209). purified PMI enzyme, coupled fluorescence intensity; higher % means a stronger effect. hit rate 0.42% among 190,000. inhibition, % at 20 µM; hits with a dose series show IC50 in µM;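 note: plate controls were DMSO vehicle for no effect and wells lacking substrate for full effect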
SIAH1 antagonists: Siah-1 peptide-binding antagonists, primary screen, biochemical, fluorescence polarization, rhodamine-plectin, uHTS (AID 1817); E3 ubiquitin-protein ligase SIAH1 (Homo sapiens); Siah-1 / rhodamine-plectin peptide fluorescence polarization; higher % means a stronger effect; displacement, % at 20 µM, or IC50 in µM where a hit was titrated; hit rate 0.02% among 290,000;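 active = displacement of at least 50% at 20 µM, with a fluorescence ratio check between 0.3 and a set limit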;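 note: plate controls were Siah plus tracer with DMSO for no effect and tracer alone without Siah for full effect; strong numbers were not always called active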
Dynein cargo inh: inhibitors of GR-EGFP nuclear translocation, primary screen, dynein cargo transport inhibitor project, imaging, high-content, 3617.4 mouse cells; test concentration mostly 20 µM; stimulated with dexamethasone, 1 µM; active compounds read low; z-score, hits read low; hit rate 0.47% among 220,000; AID 1381, 2008;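 active = plate z-score of nuclear minus cytoplasmic receptor signal below a set negative limit, without overly bright fluorescence or cell loss, cut at about -3.5 in these data, passing the limit was not always enough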;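 note: z-score of nuclear minus cytoplasmic ring GR-EGFP intensity difference per well; some compounds called inactive have numbers as strong as hits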
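Buffer or medium: tet-free medium with charcoal-stripped serum / Also added: dexamethasone agonist, 1.0 µM final, for 30 min / Timing: induction 48 h, compound 1 h, agonist 30 min / Measured by: high-content fluorescence imaging after fixation / Read-out: nuclear-to-cytoplasmic GR-EGFP distribution per well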
P. falciparum M17LAP: P. falciparum M17LAP inhibitors, primary screen, biochemical, fluorogenic H-Leu-NHMec substrate, 1536-well (AID 1619); Leucine aminopeptidase (Plasmodium falciparum (isolate 3D7)); recombinant M17LAP, H-Leu-NHMec fluorogenic kinetic assay; higher % means a stronger effect; inhibition, % at 30 µM, or IC50 in µM where a hit was titrated; hit rate 0.38% among 220,000;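 active = compound inhibiting the enzyme by more than half at any dose during confirmatory dose-response retesting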;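 note: plate controls were full reaction with DMSO carrier for no effect and no enzyme background for full effect; strong numbers were not always called active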
P. falciparum M1AAP: P. falciparum M1AAP inhibitors, biochemical, fluorogenic H-Leu-NHMec substrate, 1536-well (AID 1445); one-dose inhibition, % at 30 µM; IC50 in µM for titrated hits; recombinant M1AAP, H-Leu-NHMec fluorogenic kinetic assay; higher % means a stronger effect; Aminopeptidase N (Plasmodium falciparum (isolate 3D7)); hit rate 0.42% among 220,000;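 active = primary inhibition above the hit cutoff, then over 50% inhibition at one or more dose response concentrations, cut at about 23% in these data, passing the limit was not always enough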;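 note: plate controls were DMSO full reaction for no effect and no enzyme background for full effect; strong numbers were not always called active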
Dynein cargo inh cytoplasmic EGFP: further read-out of Dynein cargo inh, marked with its call; z-score; measured here: cytoplasmic GR-EGFP intensity; active compounds read high
Dynein cargo inh nuclear GR-EGFP: recorded beside Dynein cargo inh, whose call it bears; z-score; measured here: nuclear GR-EGFP intensity;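 lower value marks the stronger effect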
Dynein cargo inh cell count: further read-out of Dynein cargo inh, marked with its call; z-score; measured here: cell count per field
Numbers without * were called inactive; nt = no result given. Cut-off read from the data, not from the text of the source, unless noted: active = inhibition above about 50%; inactive = the rest.

Values in the order: human PMI inhibitors | Dynein cargo inh | P. falciparum M17LAP | P. falciparum M1AAP | Dynein cargo inh cytoplasmic EGFP | Dynein cargo inh cell count | XIAP displacement | SIAH1 antagonists | Dynein cargo inh nuclear GR-EGFP | human PMI inhibition | AID2073 | LYP inhibition
COC(=O)c1ccc(N/C(C)=C/C(=O)c2ccc(C)o2)cc1
→ 5% | 0.2 | -13% | 16% | -0.15 | 0.2 | -1.3% | 3% | 0.09 | 6% | 11% | 0%
CCc1noc(C)c1C(=O)N1CCCC(CCC(=O)NCc2ccc(F)c(F)c2)C1 (stereo unspecified)
→ -2% | 3.3 | 4% | 2% | -0.19 | -1.7 | -6.6% | 0% | 1.8 | 1% | 18% | -12%
COc1ccc(/C=C/C(=O)NC(=S)NN2CCCCC2c2cccnc2)cc1 (stereo unspecified)
→ 5% | 0.36 | 0% | 1% | -0.24 | -0.11 | -3.9% | 3% | 0.32 | 21% | -20% | 7%
CC1(c2ccccc2)NC(=O)N(CC(=O)NC(=O)NCc2ccco2)C1=O (stereo unspecified)
→ 5% | -0.42 | 2% | 4% | -0.24 | 0.63 | -10% | -4% | -0.0068 | -2% | 10% | -7%
C/C(=N\NC(=O)C(c1ccncc1)N1CCOCC1)c1ccc(Br)cc1 (stereo unspecified)
→ 0% | 0.047 | 6% | 4% | -0.26 | 0.25 | -9.9% | -3% | 0.18 | 5% | 4% | -5%
N#C/C(=N\Nc1cc(Cl)cc(Cl)c1)c1nnc2n1CCCCC2
→ 14% | 0.53 | 30% | 13% | -0.2 | -0.85 | 2.6% | 0% | 0.35 | 16% | 1% | -7%
CC(=O)Nc1ccc(C(=O)OCC(=O)c2ccc(C)c([N+](=O)[O-])c2)cc1
→ 6% | -1.1 | 7% | 2% | -0.21 | 0.43 | -1.8% | 3% | -0.13 | 6% | 4% | -3%
O=C(NCc1ccccc1)C1=C[C@H](c2coc3ccccc3c2=O)C[C@H](OCc2ccc(CO)cc2)O1
→ 10% | -0.42 | -7% | -1% | -0.24 | 0.07 | -4.8% | -1% | 0.11 | 2% | -3% | 2%
COc1ccc(C(C(=O)NC2CCCCC2)N(Cc2cccs2)C(=O)Cc2c[nH]c3ccccc23)cc1 (stereo unspecified)
→ -2% | -0.51 | 13% | 2% | -0.15 | -0.29 | -2.2% | -4% | 0.44 | 9% | 26% | 6%
O=C1CC(O)(C(F)F)Oc2ccc3ccccc3c21 (stereo unspecified)
→ 20% | -0.38 | -32% | 5% | -0.15 | 1.2 | 0.8% | 4% | -0.39 | 2% | 11% | -3%
O=C(CSc1nncn1-c1ccccc1)Nc1ccc(N2CCOCC2)cc1
→ 5% | -0.22 | 19% | 3% | -0.42 | 0.25 | -4.8% | 2% | 0.035 | 1% | -7% | -10%
COC(=O)Nc1sc2c(c1C(=O)NCc1ccco1)CCC2
→ 14% | 1.4 | 11% | 5% | -0.21 | -1.1 | -18% | -4% | 1.3 | 15% | -9% | -1%
O=C(CSc1nc2ccccc2[nH]1)Nc1cccc(S(=O)(=O)N2CCOCC2)c1
→ 3% | 1.9 | -2% | 1% | -0.35 | -0.042 | 3.2% | 7% | 1.4 | 0% | -13% | -2%
Cc1ccc(S(=O)(=O)N2CCC(C(=O)C3C(=O)CC(C)(C)CC3=O)CC2)cc1
→ 13% | -0.57 | 6% | 3% | -0.38 | 1.3 | -9.4% | 2% | -0.29 | 1% | -5% | -5%
O=C(Cn1nc(C(F)F)cc1C(F)F)NNC(=S)Nc1ccc([N+](=O)[O-])cc1
→ -6% | -0.76 | 22% | 5% | 0.29 | -0.33 | 0.8% | -7% | -0.2 | 7% | 7% | -3%
COCCCN1C(=O)c2[nH]nc(-c3ccccc3O)c2C1c1ccc(Cl)cc1 (stereo unspecified)
→ 20% | 1.1 | 2% | 8% | -0.21 | -0.42 | -9.9% | 2% | 0.52 | 21% | -7% | 5%
COc1nc(/C=C/N(C)C)c([N+](=O)[O-])c(OC)n1
→ nt | 0.71 | 0% | 10% | -0.28 | 0.13 | nt | -1% | -0.018 | nt | -17% | 0%
CC1CN(C(=O)Nc2ccc3c(c2)OCO3)CC(C)O1 (stereo unspecified)
→ -2% | 0.37 | 19% | 7% | -0.16 | 0.13 | -6.2% | 2% | 0.074 | 5% | -54% | 0%
O=C(NCc1cccnc1)c1ccccc1CCc1ccccc1
→ -1% | 0.99 | 1% | -4% | -0.32 | -0.35 | -6.6% | 2% | 0.77 | 0% | 5% | -9%
Cc1csc(NC(=O)CS(=O)(=O)c2ccccc2)n1
→ -8% | 0.042 | -2% | 2% | -0.24 | 0.28 | -6.2% | 11% | 0.22 | -8% | 10% | 6%
CCOC(=O)c1cnc(SC)nc1Sc1ccccc1
→ 5% | -0.44 | -4% | 0% | -0.0061 | -0.049 | -4.0% | -1% | 0.059 | 9% | -5% | -5%
CCOC(=O)C1(CCC(C)C)CC(CSc2nc3ccccc3[nH]2)OC1=O (stereo unspecified)
→ 2% | 0.52 | 11% | 1% | -0.19 | -0.22 | -3.5% | 8% | 0.39 | 10% | -11% | -6%
COc1ccc(/C=C/C(=O)Nc2c(C)nn(C)c2C)cc1COc1ccc(Cl)cc1Br
→ 7% | -0.74 | 24% | 0% | -0.26 | 0.82 | 1.5% | -3% | -0.21 | 14% | 8% | -2%
Cc1cccc(/N=C/c2c(C)[nH]n(-c3ccccc3)c2=O)n1
→ nt | -0.06 | -3% | 7% | -0.2 | -0.16 | nt | 12% | 0.13 | nt | -19% | 1%
O=C(NC1CC2CCCC(C1)N2Cc1ccccc1)C1CCCCC1 (stereo unspecified)
→ -2% | 1.1 | -6% | 2% | -0.18 | 0.05 | -8.2% | 11% | 0.083 | 4% | -2% | -7%
Cc1ccccc1-n1nc(C)c2cc(C(=O)N3CCN(S(=O)(=O)c4ccccc4)CC3)sc21
→ 10% | nt | nt | nt | nt | nt | -2.1% | -2% | nt | 10% | 3% | 0%
Cc1ccc(-c2nc(-c3cccnc3)sc2CC(=O)Nc2ccc(C)c(Cl)c2)cc1
→ -14% | -1 | -7% | 2% | -0.27 | 0.45 | -12% | -2% | -0.84 | -11% | -17% | 2%
Cc1ccc2nc(-c3cccc(Br)c3)cc(C(=O)Nn3cnnc3)c2c1
→ 1% | 0.18 | 7% | 19% | 0.12 | 0.06 | -6.1% | 2% | 0.77 | -8% | 12% | 14%
Cc1[nH]n(-c2ccccc2)c(=O)c1/C=N/NC(=O)COc1ccccc1[N+](=O)[O-]
→ 58%* | 0.085 | 25% | 6% | -0.26 | 0.52 | 2.2% | -7% | 0.09 | 13% | 0% | -3%
CC(=O)c1ccc(C(=O)N2CCCC(CCC(=O)N(C)CCc3ccccn3)C2)s1 (stereo unspecified)
→ nt | 1.2 | 7% | -9% | -0.16 | -0.93 | -5.2% | -2% | 0.48 | nt | 4% | -8%
CCCCC(=O)Nc1ccc(C(=O)NNC(=O)c2ccccc2Br)cc1
→ -9% | -0.54 | 1% | 5% | -0.23 | 0.88 | -0.2% | 2% | -0.34 | 2% | -4% | -10%
CC12c3ccccc3C(c3ccccc31)C1C(=O)N(Cc3cccnc3)C(=O)C12 (stereo unspecified)
→ -6% | -0.53 | 3% | 6% | -0.22 | 0.86 | -0.3% | 4% | -0.42 | -5% | -3% | -8%
O=S(=O)(NCc1ccccc1)c1ccc(S(=O)(=O)N(Cc2ccccn2)C2CCCC2)cc1
→ 5% | -0.97 | -4% | 5% | -0.15 | -0.24 | -2.2% | 10% | -0.28 | 0% | -3% | 2%
CCC(=O)NCCc1nc2cc(NC(=O)c3ccccc3OC)ccc2n1C
→ 12% | 0.17 | 2% | -1% | -0.23 | 0.55 | -5.3% | -2% | 0.086 | 13% | 3% | -1%
COc1ccc(CNC(=S)Nc2ccc(OC)cc2)cc1
→ 7% | 0.46 | 5% | -2% | -0.23 | -0.43 | -1.2% | 5% | 0.32 | 3% | -14% | -1%
Cn1c(=O)c2c(nc(Oc3ccc4c(c3)OCO4)n2Cc2ccc(F)cc2)n(C)c1=O
→ 9% | -0.67 | -1% | -1% | -0.14 | 1.1 | -5.9% | 1% | 0.29 | 8% | 6% | 3%
COc1ccc(OC)c(C2CC(=O)C3=C(C2)NC(=O)CC3c2ccc(O)c(OC)c2)c1 (stereo unspecified)
→ 8% | 0.87 | 4% | 5% | -0.058 | -1.4 | -3.5% | 3% | 1.2 | 3% | 8% | 4%

Reformatted as tab-separated lines: part of the list above.
molecule	human PMI inhibitors	Dynein cargo inh	P. falciparum M17LAP	P. falciparum M1AAP	Dynein cargo inh cytoplasmic EGFP	Dynein cargo inh cell count	XIAP displacement	SIAH1 antagonists	Dynein cargo inh nuclear GR-EGFP	human PMI inhibition	AID2073	LYP inhibition
CC12c3ccccc3C(c3ccccc31)C1C(=O)N(Cc3cccnc3)C(=O)C12 (stereo unspecified)	-6%	-0.53	3%	6%	-0.22	0.86	-0.3%	4%	-0.42	-5%	-3%	-8%
O=S(=O)(NCc1ccccc1)c1ccc(S(=O)(=O)N(Cc2ccccn2)C2CCCC2)cc1	5%	-0.97	-4%	5%	-0.15	-0.24	-2.2%	10%	-0.28	0%	-3%	2%
CCC(=O)NCCc1nc2cc(NC(=O)c3ccccc3OC)ccc2n1C	12%	0.17	2%	-1%	-0.23	0.55	-5.3%	-2%	0.086	13%	3%	-1%
COc1ccc(CNC(=S)Nc2ccc(OC)cc2)cc1	7%	0.46	5%	-2%	-0.23	-0.43	-1.2%	5%	0.32	3%	-14%	-1%
Cn1c(=O)c2c(nc(Oc3ccc4c(c3)OCO4)n2Cc2ccc(F)cc2)n(C)c1=O	9%	-0.67	-1%	-1%	-0.14	1.1	-5.9%	1%	0.29	8%	6%	3%
